EPAC2 antagonist – qHTS for Antagonist of cAMP-regulated guanine nucleotide exchange factor 2 (EPAC2): primary screen; Potency, µM (highest dose often 114 µM), without a hit: at the top dose activity, negative = inhibition, usual class: inhibitors; actives 0.18% (n = 360,000); EPAC2 GEF exchange of Rap1B-BODIPY-GDP, fluorescence; further: potency means the concentration at half of the fitted maximal effect; on the % scale 0 is the no-effect control and ±100 the full control effect; nearly all actives have a fitted effect of over 45% in size; many of its hits are not listed in these tables
Target sequence (Q8WZA2 whole entry, looked up): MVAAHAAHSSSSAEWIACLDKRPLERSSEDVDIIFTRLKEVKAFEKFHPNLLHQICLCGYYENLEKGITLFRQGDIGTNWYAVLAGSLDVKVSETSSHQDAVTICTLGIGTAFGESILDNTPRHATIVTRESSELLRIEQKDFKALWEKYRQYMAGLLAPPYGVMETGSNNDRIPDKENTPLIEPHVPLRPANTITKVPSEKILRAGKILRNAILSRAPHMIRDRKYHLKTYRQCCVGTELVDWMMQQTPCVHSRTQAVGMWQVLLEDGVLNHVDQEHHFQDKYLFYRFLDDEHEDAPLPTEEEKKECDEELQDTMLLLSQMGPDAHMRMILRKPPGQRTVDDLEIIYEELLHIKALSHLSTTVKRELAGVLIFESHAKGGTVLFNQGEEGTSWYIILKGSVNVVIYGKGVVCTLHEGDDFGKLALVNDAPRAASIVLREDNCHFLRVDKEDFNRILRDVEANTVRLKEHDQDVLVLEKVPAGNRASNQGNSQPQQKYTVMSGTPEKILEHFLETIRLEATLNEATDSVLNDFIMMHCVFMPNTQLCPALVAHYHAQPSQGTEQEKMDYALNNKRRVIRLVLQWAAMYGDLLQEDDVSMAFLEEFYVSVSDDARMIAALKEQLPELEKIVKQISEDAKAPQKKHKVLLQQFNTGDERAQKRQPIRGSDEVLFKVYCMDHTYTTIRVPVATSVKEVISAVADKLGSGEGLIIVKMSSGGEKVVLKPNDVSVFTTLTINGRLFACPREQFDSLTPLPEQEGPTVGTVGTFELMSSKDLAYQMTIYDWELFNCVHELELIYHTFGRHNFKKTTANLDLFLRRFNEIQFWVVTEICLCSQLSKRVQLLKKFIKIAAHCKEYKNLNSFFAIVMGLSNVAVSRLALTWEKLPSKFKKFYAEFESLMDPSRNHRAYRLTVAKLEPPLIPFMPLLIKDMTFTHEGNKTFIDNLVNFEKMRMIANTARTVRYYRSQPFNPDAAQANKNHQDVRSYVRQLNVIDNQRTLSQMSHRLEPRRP
EPAC1 agonist – qHTS for Agonist of cAMP-regulated guanine nucleotide exchange factor 3 (EPAC1): primary screen; Rap guanine nucleotide exchange factor 3 (Homo sapiens), O95398; EPAC1 agonist qHTS, biochemical assay; response scale: 100% = response to 6.5 mM cAMP; Potency, µM (top dose mostly 154 µM), for the others: top-dose activation, hits mostly activators; actives 0.073% (n = 360,000); AID 720707, 2013; further: potency means the concentration at half of the fitted maximal effect; nearly all actives have a fitted effect of over 60% in size
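Nucleotide exchange assay: 100 nM EPAC1 with 250 nM Rap1B loaded with BODIPY-GDP and 50 uM GDP, room temperature. Fluorescence (480/540 nm) read every 5 min for 30 min; signal change normalized to 6.5 mM cAMP as full agonist.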
CCT chaperon mod – High-Throughput Screening for Modulators of Cytosolic Chaperonin Activity | purified chaperonin ATPase assay, HTRF ADP detection, 30 min | activity change, % (concentration not given with the values), hits read low | actives 0.3% (n = 360,000) | AID 651819, 2012; in the data active means activity change below about -30%; further: on the % scale 0 is the no-effect control and ±100 the full control effect
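TRiC at 40 or 20 nM final (batch-dependent) in 30 mM Tris pH 7.4, 100 mM KCl, 5 mM MgCl2, 1 mM DTT, with compound at single 76 uM and 10 uM ATP, 30 min at 37 deg C. ADP detected by HTRF Transcreener, 665/615 ratio.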
EPAC1 antagonist – qHTS for Antagonist of cAMP-regulated guanine nucleotide exchange factor 3 (EPAC1): primary screen | EPAC1 GEF assay, Rap1b-BODIPY-GDP exchange fluorescence | Potency, µM (highest dose often 115 µM), for inactives: at the top dose activity change, negative = inhibition, usual class: inhibitors | actives 0.14% (n = 360,000);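 further: potency means the concentration at half of the fitted maximal effect; plate controls were vehicle for no effect and positive control for full effect; nearly all actives have a fitted effect of over 50% in size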
Mm-Cpn inhibitor – Inhibitors of TCP-1 ring complex (TRiC) of Methanococcus maripaludis (MmCpn): qHTS. purified Mm-Cpn ATPase, ADP Transcreener TR-FRET. Potency, µM (series often up to 76.9 µM), without a hit: top-dose activity, negative = inhibition, hits mostly inhibitors. actives 0.031% (n = 330,000). AID 504842, 2011; further: potency means the concentration at half of the fitted maximal effect; on the % scale 0 is the no-effect control and ±100 the full control effect; nearly all actives have a fitted effect of over 80% in size
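ATP (10 uM final) was added to archaeal chaperonin (25 nM final) after 10 min exposure to test compound at 37°C; after 30 min further incubation, ADP was detected by competitive TR-FRET.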
PLK1 PBD inh – qHTS for Inhibitors of PLK1-PDB (polo-like kinase 1 - polo-box domain): Primary Screen; Serine/threonine-protein kinase PLK1 (Homo sapiens), P53350; actives 2.8% (n = 360,000); Plk1 PBD binding of FITC phosphopeptide, fluorescence polarization; Potency, µM, inactives show max response, negative = inhibition, usual class: inhibitors; further: potency means the concentration at half of the fitted maximal effect; series mostly up to about 57 µM; on the % scale 0 is the no-effect control and ±100 the full control effect; nearly all actives have a fitted effect of over 65% in size
PI5P4Ka inh – qHTS for Inhibitors of phosphatidylinositol 5-phosphate 4-kinase (PI5P4K) | Phosphatidylinositol 5-phosphate 4-kinase type-2 alpha (Homo sapiens), P48426 | PI5P4Kalpha enzyme, ADP-Glo luminescence, 60 min; stronger effect = lower value | max response, % | actives 1.2% (n = 330,000) | AID 652105, 2013; active means max response of -50% or lower; inconclusive means between -30% and -50%; inactive means -30% or higher; further: value at the top dose of about 77 µM; on the % scale 0 is the no-effect control and ±100 the full control effect
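Reactions run in 0.038 M HEPES pH 7.4, 0.28 mM EGTA, 0.1% CHAPS and 5% DMSO, with PI5P4Kalpha, substrate, compound and 5 microM ATP final, one hour at room temperature. Readout is ADP-Glo luminescence.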
WRN inhibitor – qHTS for Inhibitors of WRN Helicase; Bifunctional 3'-5' exonuclease/ATP-dependent helicase WRN (Homo sapiens), Q14191; Potency, µM (series often up to 114 µM), inactives show top-dose activity change, negative = inhibition, hits mostly inhibitors; WRN helicase unwinding, fluorescent forked duplex, kinetic; actives 0.46% (n = 360,000); AID 651768, 2012; further: potency means the concentration at half of the fitted maximal effect; on the % scale 0 is the no-effect control and ±100 the full control effect; nearly all actives have a fitted effect of over 55% in size
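Fluorescence dequenching readout, ex 525 nm/em 598 nm, kinetic mode: forked duplex DNA (100 nM final) with adjacent fluorophore and quencher unwound by WRN (20 nM final) with 2 mM ATP. Compound preincubation 15 min, room temperature.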
Numbers without * were called inactive; ? = inconclusive; . = no result given; [ ] = remark or other dose. Unless noted, the call rests on the fitted dose curve; in most records, active means well fitted curve in the direction sought with a large enough effect; inconclusive means small, poorly fitted or top-dose-only effect, or another doubt; inactive means no such curve, though single readings can be large; an effect the other way counts as inactive or inconclusive.

mol,PLK1 PBD inh,PI5P4Ka inh,WRN inhibitor,EPAC2 antagonist,CCT chaperon mod,EPAC1 agonist,Mm-Cpn inhibitor,EPAC1 antagonist
Cc1ccc(NC(=O)CN(C)C(=O)CCC(=O)c2cccs2)cc1,-4%,?,-18%[57.1 µM],5%,-2.7,-5%,0%,28%
COc1ccc(-c2cc(OC)c3ccccc3n2)cc1,-8%,-2,-4%,-15%,-0.4,12%,-2%,4%
C[C@H]1O[C@H](C2CCCC2)CC2=C1C(=O)OC(C)(C)O2,8%,4,4%,-7%,-0.1,-7%,.,12%
C[C@H](CO)N1C[C@H](C)[C@@H](CN(C)S(=O)(=O)c2cccs2)Oc2ccc(NC(=O)Cc3ccccc3)cc2C1=O,-5%,-6,3%,6%,-1.4,-15%,-2%,-2%
CCSc1oc(-c2cccs2)nc1S(=O)(=O)c1ccccc1,?,-22,-5%,-25%,1.0,-18%,-24%,?
CCc1c(C)c2cc(Cl)c(O)c(CN(CC)CC)c2oc1=O,-9%,.,-2%,1%,-2.5,-6%,-11%,-6%
CCc1ccc(N2C(=O)C3ON(c4ccccc4)C(c4ccco4)C3C2=O)cc1 (stereo not drawn),0%,5,-20%[57.1 µM],-2%,1.3,0%,-1%,5%
Cc1ccc(Oc2nc3ccccc3n3c(C)nnc23)cc1,-3%,.,-3%,3%,0.1,6%,0%,4%
CC(=O)Nc1cccc(C(=O)OCCCOc2ccc(F)cc2)c1,-2%,0,3%,-2%,0.3,-1%,1%,4%
CC(C)C(OC(=O)c1ccco1)C(=O)NC1CCCC1 (stereo not drawn),-7%,1,5%,1%,0.9,7%,1%,21%
CC(=O)NC(CCS(C)(=O)=O)C(=O)Nc1cccc(Cl)c1Cl (stereo not drawn),-16%,-1,7%,1%,-2.1,7%,-2%,14%
COC(=O)c1c(-c2ccc(S(C)(=O)=O)cc2)sc2ccc(OC)cc12,21µM*,-2,-8%,-14%,2.0,7%,?,-2%
COc1ccc(NC(=O)NCc2ccco2)cc1OC,6%,2,-4%,-7%,-1.7,-22%,3%,-5%
O=C(CSc1nnc(Cn2nnc3ccccc32)o1)N(Cc1ccc(F)cc1)c1ccccc1,-6%,.,-16%,-6%,-0.6,12%,0%,-4%
CCn1nnnc1-c1ccc(OC)c(S(=O)(=O)Nc2ccc(S(N)(=O)=O)cc2)c1,-5%,0,-5%,-4%,-1.8,5%,4%,-6%
O=C(/C=C/c1ccco1)NC(=S)Nc1ccc(Cl)cn1,-13%,-21,-35%,2%,-5.1,-2%,-1%,4%
O=C1NC(Cc2ccccc2)c2nc3ccc(F)cc3c(=O)n2-c2ncccc21 (stereo not drawn),-16%,6,1%,-1%,-3.2,-4%,.,-9%
CCCCN1CCCCC1(C)C(=O)NCc1cccs1 (stereo not drawn),-2%,0,-2%,-2%,0.2,4%,.,-4%
COc1ccc2c(c1OC)C(=O)N1c3ccccc3N=C(c3ccc([N+](=O)[O-])cc3)CC21 (stereo not drawn),0%,-13,?,-11%,-1.6,0%,0%,12%
Cc1ccc(-c2ccnc3nc(Sc4ncc(C(F)(F)F)cc4Cl)nn23)cc1,-8%,.,-15%,-4%,0.5,-15%,1%,-16%
Cc1[nH]c2ccccc2c1/C=N/NC(=O)c1cccc(S(=O)(=O)Nc2ccccc2Cl)c1,-8%,-4,?,-13%,-1.6,8%,-1%,-32%
O=C(CC[C@H]1O[C@@H](n2ccc(=O)[nH]c2=O)[C@H](O)[C@@H]1O)N[C@H](Cc1ccccc1)C(=O)NCc1ccco1,-12%,-2,-5%,6%,0.9,12%,.,-2%
CC(C(=O)N(C1CC1)C1(C(=O)Nc2ccccc2)CCCC1)N1C(=O)c2ccccc2C1=O (stereo not drawn),0%,-2,-1%,-1%,-1.2,17%,0%,0%
CC(=O)NCC(=O)N(C)C(C(=O)Nc1ccc2c(c1)OCCO2)c1ccc(C)cc1 (stereo not drawn),-9%,2,-2%,5%,0.9,-2%,-4%,5%
COc1cc(C(=O)Nc2ccc(S(=O)(=O)Nc3nccc(C)n3)cc2)cc(OC)c1OC,0%,-5,1%,6%,-0.5,-8%,1%,5%
Cc1ccc(CNC(=O)c2cc(=O)c3ccccc3o2)cc1,-2%,7,-10%,-13%,0.2,1%,-5%,-10%
COc1cc(NC(=O)C2CC(c3cccc(Br)c3)=NO2)cc(OC)c1OC (stereo not drawn),10%,10,-3%,4%,-2.1,10%,-1%,-22%
COc1cccc(CN(Cc2cccnc2)S(=O)(=O)c2ccc(-n3cnnn3)c(C)c2)c1OC,0%,.,4%,10%,2.2,4%,-1%,9%
CCN(CC(=O)NCC(=O)Nc1cccc(C)c1C)Cc1ccccc1,-5%,8,-3%,1%,0.1,-2%,-2%,-22%
CC(C)[C@H](NC(=O)c1ccccc1Br)C(=O)OCc1nc2ccsc2c(=O)[nH]1,-9%,14,-13%,6%,-0.3,3%,3%,-2%
Cc1nn(-c2cc(N3CCCCC3)ccc2N)c(=O)c2ccccc12,-9%,.,-2%,-3%,-1.2,7%,-4%,-7%
Cc1ccc(C)c(NC(=S)N2CCC(N(C)CC3CCCO3)CC2)c1 (stereo not drawn),-4%,.,4%,21%,0.5,2%,3%,17%
CCOc1ccc(NC(=O)C(C)C(Cc2ccc(C)cc2)C(=O)O)cc1 (stereo not drawn),-10%,0,0%,-13%,-2.1,-9%,1%,-2%
O=C(NN1C(=O)C2C3c4ccccc4C(c4ccccc43)[C@@H]2C1=O)c1ccccc1 (stereo partly drawn),-8%,1,-3%,0%,-1.9,-2%,0%,17%
CCCCCCC[C@@H](C/C=C/CCC(=O)N(C)C/C(=C/Cl)C/C(=C\C(=O)N1CC(OC)=CC1=O)OC)OC,-4%,0,-12%,?,1.2,-39%[inhibitor],3%,-16%
O=C(CSCc1ccco1)N1CCc2ccccc21,-16%,4,2%,-8%,-1.3,-2%,0%,14%
CCOc1ccc(N2CC(C(=O)Nc3nnc(Cc4ccc(OC)c(OC)c4)s3)CC2=O)cc1 (stereo not drawn),-8%,-10,-3%,-18%,0.1,-2%,2%,-5%
CC1(C)CC(=O)c2cc(C(=O)N3CCN(CCO)CC3)c(=O)n(-c3ccc(Cl)cc3)c2C1,1%,.,-19%,12%,3.0,-3%,-1%,10%
O=C1CC(N2CCN(Cc3ccccc3)CC2)C(=O)N1c1ccc2c(c1)OCCO2 (stereo not drawn),0%,-3,-17%,10%,2.5,0%,-2%,7%
Cc1nc2oc3c(NCC4CCCO4)ncnc3c2c2c1COC(C)(C)C2 (stereo not drawn),-4%,-1,7%,4%,1.6,6%,1%,6%
O=S(=O)(c1ccccc1)N(CC(O)CN1CCCC1)c1ccccc1 (stereo not drawn),-21%,-2,9%,-4%,0.0,5%,-1%,-5%
COc1cc(S(=O)(=O)N(Cc2ccc(C)cc2)C2CCCCC2)ccc1-n1cnnn1,-2%,.,-9%,-3%,-0.2,3%,1%,2%
CCCc1oc(C(=O)O)cc1CN,0%,.,-18%,10%,0.2,2%,0%,0%
O=C(CSc1n[nH]c(C2CCCC2)n1)NC1CCCC1,-18%,1,4%,-2%,-0.7,4%,-1%,4%
Cc1cccc(C)c1NC(=O)CN(C)C(=O)/C=C/c1cccs1,1%,-1,-5%,1%,1.3,-12%,1%,-16%
O=C(Nc1ccccc1)c1nn(-c2cccc(C(F)(F)F)c2)ccc1=O,-8%,-7,9%,2%,-1.5,2%,-1%,-28%
Cc1ccn2c(CNC(C)c3cn(C)nc3C)c(C(=O)N3CCCCCC3)nc2c1 (stereo not drawn),-1%,-1,-11%,17%,0.1,-2%,0%,0%
CC(C)C(C(=O)NCC1CCCO1)N(C(=O)CNS(=O)(=O)c1ccc(F)cc1)C1CCCCC1 (stereo not drawn),1%,10,-11%,0%,1.0,-6%,-6%,2%
C=C1c2ccccc2NC(=O)N1c1ccc(C)cc1,-28%,-9,-8%,-2%,-6.7,12%,0%,-8%
Cc1cccc(N2C(S)=C(C#N)C(=O)NC23CCCCC3)c1,4%,-6,-11%,1%,0.4,-4%,0%,6%
CCOC(=O)CC1=CC(=O)Nc2ccccc2N1,-5%,-7,0%,4%,-3.3,0%,-2%,13%
O=C(CN(Cc1cccs1)C(=O)CSc1nnc(COc2ccccc2)o1)NC1CCCCC1,-2%,5,-4%,2%[57.1 µM],3.6,-3%,?,-4%

Structural class: the entries above with a CF3 group (2)
mol,PLK1 PBD inh,PI5P4Ka inh,WRN inhibitor,EPAC2 antagonist,CCT chaperon mod,EPAC1 agonist,Mm-Cpn inhibitor,EPAC1 antagonist
Cc1ccc(-c2ccnc3nc(Sc4ncc(C(F)(F)F)cc4Cl)nn23)cc1,-8%,.,-15%,-4%,0.5,-15%,1%,-16%
O=C(Nc1ccccc1)c1nn(-c2cccc(C(F)(F)F)c2)ccc1=O,-8%,-7,9%,2%,-1.5,2%,-1%,-28%

Source: PubChem BioAssay (National Center for Advancing Translational Sciences (NCATS))

This is a subset, so the mix of outcomes need not match the whole.
